High-throughput results deposited in PubChem BioAssay by several laboratories.
SR-BI uptake up = activators of SR-BI mediated HDL lipid uptake. CHO ldlA[mSR-BI] cells, DiI-HDL uptake fluorescence, 3 h; 100 = double the neutral-control signal. activation, % at 12.5 µM. 320,000 compounds, 0.096% hits. AID 504775;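 active = mean replicate activation of at least 60% and every replicate at or above 60%; inconclusive = mean or all-replicate condition met, but not both; inactive = mean below 60% and not all replicates reaching 60%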;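 also: 0% = median plate neutral-control signal and 100% = twice that signal; values of inactives mirror those of a sister screen read the other way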
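System: LDL receptor-deficient CHO ldlA cells overexpressing murine SR-BI | Timing: 3 h uptake period with compound, 37 °C | Medium: HEPES-buffered (25 mM, pH 7.4) F12 plus 0.5% BSA | Dosing: Single-point compound dose | Signal: Bottom-read fluorescence, 550/595 nm | Read-out: Retained DiI signal reflecting DiI-HDL uptake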
C-LANA FP = KSHV C-LANA DNA binding inhibition; MBP-C-LANA/FAM-LBS DNA binding, fluorescence polarization; inhibition, % at 9 µM; 340,000 compounds, 0.078% hits; AID 504423;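 active = highest replicate inhibition at or above 60% at 9 µM, even if other replicates fall short; inactive = all replicates below 60% inhibition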;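 also: 0% = neutral control wells and 100% = 4 µM acridine orange control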
Keap1 Nrf2 FP = inhibitors of human Keap1-Nrf2 protein-protein interaction; 340,000 compounds, 0.15% hits; inhibition, % at 9.4 µM; Keap1 Kelch-Nrf2 peptide fluorescence polarization, 1536-well; in the data active = inhibition above about 12%; inconclusive = no clear call, values can overlap the other calls; inactive = below about 7.3%;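 also: human Keap1 Kelch domain with fluorescein labeled Nrf2 9mer peptide probe; 0% = neutral control wells and 100% = peptide positive control; higher means more block of Keap1 binding to Nrf2 peptide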
Target sequence (Q14145 whole entry, looked up, the tested form may be a part): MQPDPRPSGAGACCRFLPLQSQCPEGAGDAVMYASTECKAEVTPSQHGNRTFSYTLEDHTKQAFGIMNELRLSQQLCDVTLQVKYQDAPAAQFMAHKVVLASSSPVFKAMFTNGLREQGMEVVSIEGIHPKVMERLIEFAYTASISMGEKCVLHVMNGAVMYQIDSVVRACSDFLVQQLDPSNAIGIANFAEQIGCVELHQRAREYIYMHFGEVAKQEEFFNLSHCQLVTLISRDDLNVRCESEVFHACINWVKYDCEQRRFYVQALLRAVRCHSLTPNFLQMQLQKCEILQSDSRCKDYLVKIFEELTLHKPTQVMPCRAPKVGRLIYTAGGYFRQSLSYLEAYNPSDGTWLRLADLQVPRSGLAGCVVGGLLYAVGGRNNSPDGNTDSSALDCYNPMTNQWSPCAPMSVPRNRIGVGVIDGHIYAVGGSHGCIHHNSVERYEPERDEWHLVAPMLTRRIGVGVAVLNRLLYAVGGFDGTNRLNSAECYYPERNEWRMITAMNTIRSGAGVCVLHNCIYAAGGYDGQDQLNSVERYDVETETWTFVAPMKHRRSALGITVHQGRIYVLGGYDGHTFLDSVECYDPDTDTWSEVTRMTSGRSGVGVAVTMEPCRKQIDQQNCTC
Rtt109 HAT inh = blocks Candida albicans Rtt109/Vps75 acetyltransferase activity. 330,000 compounds, 0.16% hits. Q5AAJ8. purified Rtt109/Vps75, ThioGlo CoA-SH fluorescence, 4 h. inhibition, % at 34.9 µM;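 active = inhibition of at least 50% in every replicate; inconclusive = best replicate reaches 50% inhibition but some replicates fall short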
CAL PDZ FP-1 = inhibitors of human CAL PDZ peptide binding. Q9HD26. purified CAL PDZ, TMR-peptide fluorescence polarization, 1 h. inhibition, % at 20 µM. 330,000 compounds, 0.02% hits. AID 504414;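 active = highest replicate inhibition of at least 40%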;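 also: plate controls were DMSO neutral control wells for no effect and unlabeled competitor peptide control wells for full effect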
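Assay system – tagged CAL PDZ protein CerCALP, purified · Timing – 1 h at RT · Compound – single point, 20 µM · Measured by – fluorescence polarization from S- and P-plane intensities, G-factor corrected · Evaluation – inhibition from polarization loss · Probe or stimulus – TMR reporter peptide T*-PRC34 · Buffer or medium – pH 7.4 phosphate-saline buffer, reducing agent, detergent, IgG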
PKA-R2B act = PKA-R2B complex activation | P22694+P31323 | activation, % at 11.4 µM | AID 504700 | 340,000 compounds, 0.079% hits | PKA-R2B holoenzyme dissociation, Cy5-IP20 fluorescence polarization; R2B truncated from residue 108, S112A mutant; 0% DMSO only, 100% 113 µM cGMP;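 active = activation above a cutoff set at the mean over all compounds plus 3 SD, cut at about 18% in these data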;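 also: higher means more holoenzyme dissociation and a rise in polarization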
Target sequence (P31323 whole entry, looked up, other chains not shown, the tested form may be a part): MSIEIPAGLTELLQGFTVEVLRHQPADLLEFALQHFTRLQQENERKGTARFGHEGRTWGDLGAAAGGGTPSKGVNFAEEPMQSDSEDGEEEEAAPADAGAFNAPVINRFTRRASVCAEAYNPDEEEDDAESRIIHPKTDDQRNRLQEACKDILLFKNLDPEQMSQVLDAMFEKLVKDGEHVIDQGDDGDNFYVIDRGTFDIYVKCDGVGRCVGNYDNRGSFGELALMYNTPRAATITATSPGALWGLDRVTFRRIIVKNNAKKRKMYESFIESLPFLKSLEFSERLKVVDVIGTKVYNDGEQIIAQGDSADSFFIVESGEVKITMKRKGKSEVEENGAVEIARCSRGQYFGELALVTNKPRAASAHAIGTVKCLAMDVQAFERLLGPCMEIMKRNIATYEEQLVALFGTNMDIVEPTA
CAL PDZ FP-2 = CAL PDZ (human) peptide binding inhibition. 300,000 compounds, 0.92% hits. AID 602252. inhibition, % at 24.9 µM. purified CAL PDZ, TMR-peptide fluorescence polarization, 1 h;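 active = mean inhibition of at least 30% with at least half of replicates also reaching 30%; inconclusive = no clear call, values can overlap the other calls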;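 also: 0% = DMSO neutral control and 100% = excess unlabeled competitor peptide PRC23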
RTF Ca sens act = increases calcium sensitivity of human cardiac regulated thin filaments; P19429+P45379; IANBD-labeled TnC RTF fluorescence at EC20 calcium; 0% EC20 calcium, 100% full calcium; activation, % at 7.2 µM; 340,000 compounds, 0.24% hits; AID 493008;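 active = activation above the mean over all tested compounds plus 3 SD, cut at about 30% in these data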;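 also: rise in fluorescence read as greater calcium sensitivity of cardiac thin filaments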
RTF Ca sens inh = cardiac RTF calcium desensitization | P19429+P45379 | IANBD-labeled cardiac RTF, Ca2+ fluorescence | inhibition, % at 7.15 µM | 340,000 compounds, 0.12% hits;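 active = inhibition above the mean inhibition of all tested compounds plus 3 SD, cut at about 17% in these data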;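 also: assay run at fixed EC70 calcium of 1.6 mM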
DAGLB inhibitor = diacylglycerol lipase beta (human) inhibition. AID 504411. HEK293T DAGLB membrane lysate, EnzChek fluorogenic substrate. Q8NCG7. inhibition, % at 5.17 µM. 340,000 compounds, 0.059% hits; in the data active = inhibition above about 34%;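 also: 0% = enzyme with vehicle and 100% = wells lacking enzyme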
* marks the source's active call; other numbers are inactive results; ? = inconclusive; / = not tested or not shown.

Letters: A = SR-BI uptake up; B = C-LANA FP; C = Keap1 Nrf2 FP; D = Rtt109 HAT inh; E = CAL PDZ FP-1; F = PKA-R2B act; G = CAL PDZ FP-2; H = RTF Ca sens act; I = RTF Ca sens inh; J = DAGLB inhibitor
COc1ccc(NC(=O)c2cnc3n(c2=O)CCS3)cc1OC
  A: 1; B: 1.8; C: -8; D: 12; E: 0.7; F: -5; G: /; H: 6; I: -17; J: -2
CC(=O)c1c(C)nc2ccc(Cl)cn12
  A: 15; B: 0.5; C: -4; D: 10; E: -1.1; F: -1; G: 1; H: 2; I: -1; J: 3
O=C(OCc1ccc(F)cc1)c1cccnc1Cl
  A: /; B: -0.4; C: 2; D: -12; E: -2.4; F: -1; G: 1; H: 4; I: -10; J: 0
Cn1c(=O)c2[nH]c(SCCN3CCCCC3)nc2n(C)c1=S
  A: -17; B: -1.6; C: 2; D: 4; E: -0.5; F: -10; G: -5; H: -1; I: 5; J: 0
CC(C)c1ccc(NC(=O)c2cc(Br)ccc2Br)cc1
  A: -43; B: -2.3; C: -3; D: -6; E: -0.3; F: -3; G: 37*; H: 3; I: 6; J: -23
Cc1cc(C(=O)NCC(=O)Nc2c(C)cccc2C)c(C)o1
  A: 0; B: 0.4; C: 3; D: 25; E: -0.1; F: -4; G: -5; H: 0; I: -3; J: 1
O=C(NCCN1CCN(c2ccccc2F)CC1)C1c2ccccc2C(=O)N2CCc3ccccc3C12 (centres undefined)
  A: 5; B: 1.2; C: -1; D: -3; E: -1.4; F: -1; G: -4; H: -3; I: 6; J: -1
O=C(N/N=C/c1cccs1)c1[nH]ncc1Br
  A: /; B: -0.9; C: 2; D: 0; E: -2.4; F: 14; G: 2; H: 1; I: -9; J: 1
O=C(Cc1cccs1)Nc1ccc(Cl)cc1
  A: -16; B: -0.7; C: -2; D: 4; E: -1.2; F: -3; G: -5; H: 3; I: -9; J: -1
COc1cc(/C=N/Nc2ccc(Cl)cc2)ccc1OC(=O)c1cccs1
  A: -2; B: 1.2; C: -1; D: 6; E: -0.7; F: -9; G: -5; H: -3; I: 2; J: -1
CC(C)C(=O)NC(=S)Nc1ccc(S(=O)(=O)Nc2ccccc2)cc1
  A: 12; B: -0.3; C: -7; D: 2; E: -0.9; F: -11; G: -2; H: 11; I: -4; J: -3
Cc1cc(OC(=O)c2ccc3ccccc3c2)c([N+](=O)[O-])c(=O)[nH]1
  A: 27; B: 2.8; C: 0; D: -1; E: 0.8; F: -8; G: 3; H: -4; I: -6; J: -1
COc1cccc(C(=O)NC2CC3CCCC(C2)N3S(=O)(=O)c2ccccc2)c1 (centres undefined)
  A: /; B: -0.3; C: -1; D: -1; E: -1.9; F: -1; G: 0; H: -5; I: 0; J: 2
CCN(CC(=O)Nc1cccc(OC)c1)C(=O)c1cccc(S(=O)(=O)N2CCc3ccccc32)c1
  A: -53; B: 0.3; C: -3; D: 7; E: -0.2; F: 6; G: 0; H: 8; I: -5; J: -2
Cc1c(Cl)cccc1NC(=O)NCc1ccccn1
  A: 17; B: -0.3; C: 1; D: 5; E: -1.1; F: -11; G: -1; H: -3; I: -6; J: 2
CC1CC(C)CN(S(=O)(=O)N2CCC(C(=O)NCc3ccco3)CC2)C1 (centres undefined)
  A: 5; B: -1.4; C: -3; D: 8; E: -3.0; F: -2; G: -7; H: 3; I: 0; J: 1
Cc1ccc(-n2c3c(c(=O)[nH]c2=S)C(C(F)(F)F)(C(F)(F)F)NC(=O)N3)cc1
  A: 6; B: 3.1; C: 0; D: -2; E: -1.0; F: -7; G: -2; H: 2; I: -3; J: 1
Cc1cc(C(=O)COC(=O)CN(C)S(=O)(=O)c2ccc(Cl)cc2)c(C)n1Cc1cccs1
  A: 4; B: -1.4; C: -3; D: -9; E: -0.1; F: 6; G: -2; H: -7; I: -9; J: -3
Cc1nn(C)c(C)c1NS(=O)(=O)c1ccc(Cl)cc1
  A: -15; B: 1.6; C: -1; D: -2; E: -0.2; F: -7; G: -2; H: 1; I: 1; J: -1
Nc1nc(SCC(=O)N2CCN(c3ccc(F)cc3)CC2)n[nH]1
  A: 7; B: 0.0; C: -2; D: 9; E: 0.7; F: 2; G: /; H: 1; I: -7; J: 1
Cc1cc(C)cc(N2C(=O)CC(c3ccccc3)CC2=O)c1
  A: -33; B: -0.4; C: -2; D: -2; E: -1.2; F: -13; G: 0; H: -6; I: -4; J: -5
O=C(Cc1cccs1)NCc1cccnc1
  A: 21; B: -0.3; C: -3; D: -1; E: -0.3; F: -2; G: -4; H: 0; I: -2; J: 4
Cc1ccc(-n2c3c(c(=O)[nH]c2=O)C(NS(=O)(=O)c2ccc(C)cc2)(C(F)(F)F)C(=O)N3)cc1 (centres undefined)
  A: 12; B: -0.6; C: 4; D: -8; E: 0.2; F: 2; G: 0; H: 4; I: -5; J: -2
CC1CCN(CCCNC(=O)CN2C(=O)CSc3ccc(S(=O)(=O)N4CCCCC4)cc32)CC1
  A: 6; B: -0.6; C: -2; D: -14; E: 0.0; F: 4; G: -1; H: 7; I: -2; J: 1
O=C(Nc1nnc(C2CC2)s1)c1cccc(S(=O)(=O)N2CC(c3ccccc3)CC2=O)c1 (centres undefined)
  A: 1; B: -0.3; C: 6; D: -5; E: -0.4; F: -3; G: -6; H: -4; I: -8; J: 3

Entries of single compounds as entered above. Order of values: SR-BI uptake up	C-LANA FP	Keap1 Nrf2 FP	Rtt109 HAT inh	CAL PDZ FP-1	PKA-R2B act	CAL PDZ FP-2	RTF Ca sens act	RTF Ca sens inh	DAGLB inhibitor
`Cc1c(Cl)cccc1NC(=O)NCc1ccccn1` across the screens: 17	-0.3	1	5	-1.1	-11	-1	-3	-6	2
`Cc1cc(C(=O)COC(=O)CN(C)S(=O)(=O)c2ccc(Cl)cc2)c(C)n1Cc1cccs1` across the screens: 4	-1.4	-3	-9	-0.1	6	-2	-7	-9	-3
`COc1cc(/C=N/Nc2ccc(Cl)cc2)ccc1OC(=O)c1cccs1` across the screens: -2	1.2	-1	6	-0.7	-9	-5	-3	2	-1
`Cc1ccc(-n2c3c(c(=O)[nH]c2=S)C(C(F)(F)F)(C(F)(F)F)NC(=O)N3)cc1` across the screens: 6	3.1	0	-2	-1.0	-7	-2	2	-3	1
`O=C(Nc1nnc(C2CC2)s1)c1cccc(S(=O)(=O)N2CC(c3ccccc3)CC2=O)c1` (centres undefined) across the screens: 1	-0.3	6	-5	-0.4	-3	-6	-4	-8	3

Next section
Letters: A = SR-BI uptake up; B = C-LANA FP; C = Keap1 Nrf2 FP; D = Rtt109 HAT inh; E = CAL PDZ FP-1; F = PKA-R2B act; G = CAL PDZ FP-2; H = RTF Ca sens act; I = RTF Ca sens inh; J = DAGLB inhibitor
CC(C)CCNc1ncnc2c1nnn2Cc1ccccc1Cl
  A: 30; B: 0.2; C: -3; D: 12; E: /; F: -7; G: -3; H: 13; I: 1; J: -3
O=C(c1ccc(Cl)cc1)N1CCN(c2ccnc3cc(Cl)ccc23)CC1
  A: -26; B: -0.2; C: 3; D: 21; E: -1.5; F: -7; G: 2; H: -3; I: -5; J: -5
COC(=O)CSC1=C(C#N)C(c2ccc(C)o2)CC(=O)N1 (centres undefined)
  A: 9; B: 0.3; C: 0; D: -10; E: -2.1; F: 0; G: -2; H: 7; I: -17; J: 4
CCc1ccc2nc(N(CCN(C)C)C(=O)c3ccc4ncsc4c3)sc2c1
  A: -7; B: -1.1; C: 2; D: ?; E: -4.4; F: -4; G: -8; H: 2; I: -5; J: -1
Cc1ccc(Nc2nc(N)nc(CSc3nncn3C)n2)cc1
  A: 3; B: -0.6; C: -3; D: -8; E: -0.9; F: -3; G: -3; H: 4; I: 8; J: -1
CS(=O)(=O)N1CCN(c2ccc(NC(=S)NC(=O)c3cccs3)cc2)CC1
  A: 20; B: -1.3; C: -1; D: -1; E: 0.9; F: -7; G: /; H: 0; I: 4; J: 0
Cc1ccc(-c2csc(NC(=O)CN3CCC(C(N)=O)CC3)n2)cc1
  A: ?; B: 1.7; C: -5; D: 4; E: -4.1; F: 9; G: /; H: 6; I: -8; J: -1
CCN1CCCC1CN(Cc1cc2ccc(C)cc2[nH]c1=O)C(=S)Nc1ccccc1OC (centres undefined)
  A: 14; B: 0.5; C: -19; D: 17; E: -1.0; F: -7; G: 12; H: 8; I: -8; J: 1
CCN(CC(=O)Nc1ccc(NC(C)=O)cc1)C(=O)/C=C/c1ccc(S(=O)(=O)N2CCCCCC2)cc1
  A: -15; B: 2.0; C: -8; D: 0; E: -3.1; F: 6; G: -2; H: 3; I: -8; J: 0
COc1ccc(CNC(=O)c2cc(-c3cccs3)on2)cc1
  A: -4; B: -2.1; C: -2; D: -1; E: -1.1; F: 5; G: -1; H: 1; I: -7; J: -9
O=C(c1cnn2c(C(F)(F)F)cc(-c3cccs3)nc12)N1CCOCC1
  A: -7; B: -1.2; C: -3; D: -7; E: -0.3; F: 1; G: -1; H: 4; I: -4; J: 1
COc1ccc(CNC(=O)Cc2c[nH]c3ccccc23)cc1OC
  A: 16; B: -2.5; C: 1; D: -2; E: -0.3; F: 7; G: -3; H: 3; I: -7; J: 1
CC(C)NC(=S)N/N=C/c1ccc2c(c1)OCCO2
  A: -3; B: -0.2; C: 1; D: 4; E: -2.1; F: -11; G: -3; H: 0; I: -32; J: 1
CCOC(=O)c1ccccc1NC(=O)Cc1ccccc1OC
  A: -5; B: -0.6; C: 1; D: -16; E: -1.0; F: -14; G: /; H: 0; I: 1; J: -5
Cn1c(=O)[nH]c(=O)c2c1nc1n2CCCS1
  A: 5; B: -0.4; C: -3; D: 0; E: -2.6; F: -1; G: -2; H: 1; I: -6; J: -3
CCOC(=O)c1ccc(NC(=O)COc2ccc(S(=O)(=O)NC(C)(C)C)cc2)cc1
  A: -56; B: -3.8; C: -2; D: 5; E: -0.4; F: -4; G: -2; H: -2; I: -5; J: -3
Cc1ccc(C)n1-n1cnc2sc3c(c2c1=O)CCC3
  A: -5; B: -1.5; C: -2; D: /; E: -2.3; F: 0; G: 0; H: 1; I: 0; J: -1
COc1ccc(C(CNC(=O)CNC(=O)c2ccccc2)N2CCCC2)cc1 (centres undefined)
  A: 17; B: -1.0; C: 3; D: 13; E: -0.2; F: 7; G: -6; H: -2; I: -4; J: -3
O=C(CCN1C(=O)S/C(=C\c2ccccc2)C1=O)Nc1ccc(O)cc1C(=O)O
  A: 12; B: -0.2; C: 0; D: -1; E: -2.9; F: 1; G: -4; H: 1; I: 1; J: 2
Cc1cc(NC(=O)c2cnn3cccnc23)no1
  A: 11; B: 2.0; C: -2; D: -1; E: -0.7; F: 2; G: 1; H: 5; I: 0; J: 1
